High-throughput results (PubChem)
T cell HTS = T cell immune modulators affecting CD8 T cell-vesicle binding; 2C CD8+ T cell-vesicle binding, flow cytometry; active compounds read low; calls only at 7 µM; hit rate 0.068% among 330,000; AID 2052;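 active = response, share of CD8 T cells binding vesicles, and their 90th percentile fluorescence all below set limits, cut at about 80% in these data, passing the limit was not always enough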
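Also added: QL9-peptide-loaded Drosophila micro-vesicles bearing Ld, ICAM-1 and B7-1; Test system: purified 2C TCR transgenic mouse naive CD8+ T cells; Measured by: cytometric PE anti-B7-1 and Alexa647 anti-CD8 signals after 1% paraformaldehyde fixation; Timing: binding step 1.5 h, 37 °C, antibody labelling 20 min, ice.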
Myeloid diff 2 = myeloid differentiation induction | hit rate 1% among 360,000 | ER-HoxA9 myeloid progenitors, lysozyme-GFP differentiation, flow cytometry | calls only at 10 µM;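 active = normalized GFP-positive differentiation at or above the plate's own cutoff, the solvent-only control mean plus 3 SD; inconclusive = no clear call, values can overlap the other calls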;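 note: cells exposed to compound for four days before flow analysis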
Lipid droplet = modulators of hepatic lipid droplet formation; AML12 mouse hepatocytes, oleate lipid droplets, BODIPY imaging; inhibition, % at 6.5 µM; hit rate 0.4% among 240,000; AID 1656;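 active = lipid droplet intensity inhibited by at least 50%, with more than 500 cells counted; inconclusive = wells with under 300 cells, treated as cytotoxic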
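material = mouse AML12 hepatocyte cell line, fixed after treatment | also added = 100 µM oleic acid challenge | doses = compound at 6.5 µM only | schedule = overnight exposure | technique = Image-based BODIPY and DAPI two-channel analysis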
Dynein cargo inh = dynein cargo transport inhibition. 3617.4 mouse cells, GR-EGFP nuclear translocation imaging; test concentration mostly 20 µM; stimulated with dexamethasone, 1 µM; active compounds read low. z-score, hits read low. hit rate 0.47% among 220,000;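 active = plate z-score of nuclear minus cytoplasmic receptor signal below a set negative limit, without overly bright fluorescence or cell loss, cut at about -3.5 in these data, passing the limit was not always enough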;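 note: z-score of nuclear minus cytoplasmic ring GR-EGFP intensity difference per well; some compounds called inactive have numbers as strong as hits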
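Buffer or medium – tet-free medium with charcoal-stripped serum · Signal – automated 10x imaging of fixed Hoechst-stained cells · Also added – dexamethasone agonist, 1.0 µM final, for 30 min · Incubation – induction 48 h, compound 1 h, agonist 30 min · Read-out – GR-EGFP nuclear translocation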
MT stabilize HCS = microtubule stabilization, imaging screen; HeLa tubulin immunostaining HCS, 24 h; share of cells brighter than vehicle mean+2SD; % tubulin-high responders, % at 10 µM; hit rate 0.83% among 200,000; AID 2205;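 active = plate Z-score above 3 for both tubulin-high and condensed-nucleus cell shares, with cell loss under 80%, at 10 µM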;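 note: anti alpha tubulin signal scored within the nucleus-defined area of each cell; some results filed as inactive read as strong as hits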
PMI inhibitors = MPI enzyme activity inhibition – biochemical, fluorescence intensity, coupled assay, primary screen (AID 1209); inhibition, % at 20 µM; hits with a dose series show IC50 in µM; hit rate 0.42% among 190,000; purified PMI enzyme, coupled fluorescence intensity; higher % means a stronger effect; in the data active = inhibition above about 50%;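 note: plate controls were DMSO vehicle for no effect and wells lacking substrate for full effect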
Ins promoter up = MIN6 insulin promoter up-regulation. MIN6 insulin promoter-GFP reporter, high-content imaging; active compounds read high. z-score at 5 µM. hit rate 0.3% among 190,000. AID 1625;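 active = z-score above 3 at 5 µM with at least 500 cells counted in the well; inconclusive = wells under 500 cells, flagged as cytotoxic or low count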
TNAP activators = human TNAP enzyme activators, primary screen, biochemical, luminescent, no phosphate acceptor, uHTS (AID 1001). activation fold at 20 µM; hits with a dose series show EC50 in µM. hit rate 0.03% among 200,000. purified TNAP, luminescent activation assay, no phosphate acceptor; higher activation fold means a stronger effect; in the data active = activation fold from about 3, or a potency from the dose series; inactive = the rest, 99 in 100 with activation fold below about 1.6; note: many of its hits are not listed in these tables
bCat nuc transl = modulators of beta-catenin nuclear translocation. HeLa beta-catenin nuclear translocation, immunofluorescence imaging. nuclear translocation activity, % at 5 µM. hit rate 0.3% among 190,000. AID 1665;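 active = nuclear translocation activity above 50% at 5 µM, with a well cell count of 50 or more; inconclusive = wells under 50 cells across six images, flagged as toxic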;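 note: per-cell ratio of nuclear to cytoplasmic median beta-catenin stain intensity; plate controls were DMSO negative control for no effect and GSK-3 inhibitor IX positive control for full effect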
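System: HeLa cells, endogenous beta-catenin; compound dosing: 5 µM primary single dose, 0.1% DMSO, 0.02–20 µM confirmation series; incubation: 24 h compound exposure at 37°C, 5% CO2; signal: beta-catenin immunofluorescence imaging with DAPI; evaluation: % activation, nuclear-to-cytoplasmic median beta-catenin signal ratio per cell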
Dynein cargo inh cytoplasmic EGFP = recorded beside Dynein cargo inh, whose call it bears; z-score; measured here: cytoplasmic GR-EGFP intensity; active compounds read high
Dynein cargo inh nuclear GR-EGFP = also measured in Dynein cargo inh; calls as there; z-score; measured here: nuclear GR-EGFP intensity;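 lower value marks the stronger effect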
Dynein cargo inh cell count = second read-out of Dynein cargo inh, no call of its own (marks repeat the call); z-score; measured here: cell count per field
Ins promoter up cell count = also measured in Ins promoter up; calls as there; cell count; measured here: cytotoxicity, nuclei count;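 total cells summed across four imaged fields per well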
Lipid droplet cells 6.5 µM = recorded beside Lipid droplet, whose call it bears; cell count; measured here: cell count, cytotoxicity flag;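 cells counted across two imaged fields per well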
bCat nuc transl cell count 5 µM = recorded beside bCat nuc transl, whose call it bears; cell count; measured here: cell count, cytotoxicity flag
T cell HTS vesicle-bound % = also measured in T cell HTS; calls as there; double positive events, %; measured here: CD8+ vesicle-bound cell fraction;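 binding gate set so that unloaded-vesicle control wells show 10% double positive cells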
MT stabilize HCS Hoechst-high % = also measured in MT stabilize HCS; calls as there; % Hoechst-high responders; measured here: nuclear condensation Hoechst responders;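 share of cells brighter than vehicle mean plus two SD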
MT stabilize HCS cytotoxicity % = second read-out of MT stabilize HCS, no call of its own (marks repeat the call); toxicity, %; measured here: cytotoxicity by cell density;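 0% = mean cell density of plate MIN control wells and 100% = no cells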
Myeloid diff 2 GFP+ MAC1+ % = further read-out of Myeloid diff 2, marked with its call; GFP+ MAC1+ double positive, %; measured here: differentiation confirmed by MAC1 staining
Active calls of the source: *; i = inactive; ? = inconclusive; . = not tested or not shown.

SMILES	T cell HTS	T cell HTS vesicle-bound %	Myeloid diff 2	Myeloid diff 2 GFP+ MAC1+ %	Lipid droplet	Lipid droplet cells 6.5 µM	Dynein cargo inh	Dynein cargo inh cytoplasmic EGFP	Dynein cargo inh nuclear GR-EGFP	Dynein cargo inh cell count	MT stabilize HCS	MT stabilize HCS Hoechst-high %	MT stabilize HCS cytotoxicity %	PMI inhibitors	Ins promoter up	Ins promoter up cell count	TNAP activators	bCat nuc transl	bCat nuc transl cell count 5 µM
Cc1cc(C)n2nc(SCC(=O)c3ccccc3)nc2n1	i	34.6	i	4.3	-2.2	827	-0.0108	-0.234	-0.0509	0.182	4.1	2.6	7.2	-0.3%	0.01	1262	1	.	.
O=c1[nH]c2cc3c(cc2cc1C(c1nnnn1CC1CCCO1)N1CCCCCC1)OCCO3 (stereo not drawn)	i	21.4	i	0.3	9.9	765	-0.012	-0.0571	0.0618	-0.639	1.6	1.5	7.8	-10.9%	0.16	821	1.1	0.4	1152
COc1cc(/C=N/NC(=O)NC2CCCCC2)cc(OC)c1O	i	32.2	i	0.7	-3.2	751	-0.542	-0.263	-0.283	0.533	.	.	.	.	-0.35	1028	.	-1.6	1252
O=c1cccccc1NN=C1CCCCCC1	i	16.5	i	0.2	15.8	780	-1.58	0.338	-0.69	0.317	.	.	.	.	-0.03	1166	.	0.8	1299
CC(NC(=O)c1cc2ccccc2o1)C(=O)O (stereo not drawn)	i	35.6	i	1.2	.	.	0.00971	-0.268	0.229	-0.357	4.3	1.5	5.3	1.9%	.	.	1.1	.	.
COC(=O)CCC(=O)CN	i	66.8	?	.	4.5	764	0.804	-0.304	0.603	0.932	3.7	2.7	9.4	-13.1%	.	.	1.1	-3.6	561
CCCn1c(N)c(C(=O)CSc2nnc(C3CC3)n2Cc2ccccc2)c(=O)[nH]c1=O	i	43.1	i	0.7	10.7	760	-0.224	-0.013	0.022	0.76	2.3	1.7	4.5	3.2%	-1.18	771	1.1	.	.
CC(C)NC(=O)c1cc(-n2cnnc2)ccc1Cl	i	14.2	i	0.7	-23.1	775	-0.396	-0.112	0.0918	-0.124	2.6	1.0	14.2	-7.0%	.	.	1.2	-8.2	1131
CCOC(=O)N1CCN(C(=O)CN(c2ccc(OCc3ccccc3)cc2)S(C)(=O)=O)CC1	.	.	i	0.7	-25.4	678	2.18	-0.278	0.88	-0.794	3.1	2.0	5.5	-1.9%	.	.	1.1	.	.
Cc1oc(-c2ccoc2)nc1CN(CC1CCC(=O)N1)C(C)C (stereo not drawn)	i	21.2	i	0.2	13.4	701	-0.719	0.0698	-0.0607	0.628	2.8	2.1	8.4	0.0%	.	.	1.1	-2.7	916
CCOc1ccc(NC(=O)c2sc(N3CCOCC3)nc2-c2ccccc2)cc1	i	34.8	i	1.1	13.4	575	0.419	-0.151	0.78	-0.802	2.9	2.4	2.3	7.5%	-0.35	1363	1	1.9	1061
CC(C)Oc1cccc(OCCN2C(=O)c3ccccc3C2=O)c1	i	39.0	i	0.3	.	.	0.175	-0.256	0.712	0.218	4.4	2.3	9.3	7.4%	-0.37	1552	1.1	-0.6	1575
O=C(CSc1nnc(Cc2cc(=O)[nH]c(=O)[nH]2)n1-c1ccccc1)N1CCCCC1	i	62.5	i	1.4	.	.	-0.598	-0.207	-0.303	0.163	5.0	1.2	5.0	-5.1%	-0.89	923	1.1	.	.
Cn1c(=O)c(=O)n(C)c2cc(S(=O)(=O)N3CCN(c4ccc(F)cc4)CC3)ccc21	i	44.3	i	0.3	-7.6	804	1.7	0.251	2.28	-1.61	4.6	1.2	3.0	6.1%	0.08	1128	1	0.6	482
COc1ccc(C(=O)NC(=S)NCc2ccccc2)cc1OC	i	32.3	i	0.1	-1.5	667	-0.0921	-0.234	-0.284	0.302	3.2	2.4	9.9	6.2%	.	.	1	-0.3	1518
CC(=O)c1sc2nc(-c3ccco3)ccc2c1N	i	20.5	i	0.3	-8.8	729	1.23	-0.238	0.468	0.273	.	.	.	.	1.04	1164	.	-0.5	1307
Cc1ccc(-n2c(SCC(=O)Nc3ccc4c(c3)OCCO4)nnc2-c2ccco2)cc1	i	17.0	i	0.9	4.0	778	-0.237	-0.269	-0.0314	-0.185	4.9	2.3	3.4	17.3%	-0.52	1243	1.1	-5.5	1234
Cc1ccc(-c2cc(C(=O)NCc3ccco3)c3ccccc3n2)s1	i	50.2	i	0.0	.	.	-0.746	-0.138	0.19	0.214	2.5	1.5	6.0	-7.6%	-0.02	1186	1.1	-0.5	1329
COc1cc2c3c(c1OC)C1(C=CC(=NNC(N)=O)C=C1)CC3N(C(C)=O)CC2 (stereo not drawn)	i	61.4	i	0.2	22.1	647	-0.287	-0.31	-0.361	0.22	2.6	3.4	2.7	4.4%	0	1436	1.1	-0.1	498
C/C(CC(=O)NC(C)c1ccccc1)=N\NC(N)=S (stereo not drawn)	i	51.9	i	0.4	10.6	652	-0.178	-0.187	0.384	0.497	.	.	.	.	0.05	1004	.	1.5	1365
CC(=O)NNC(=S)Nc1cc(S(=O)(=O)N(C)C)ccc1C	i	44.3	i	0.8	-4.2	326	-0.804	-0.294	-0.597	0.58	1.3	2.9	7.4	6.4%	.	.	2	2.2	934
NC(=O)C(CC(=O)O)NC(=O)[C@@H]1CCOc2c(I)cc([N+](=O)[O-])cc2C(=O)N[C@@H](CCC(=O)O)C(=O)N[C@@H](CO)C(=O)N1 (stereo partly drawn)	i	10.2	.	.	-0.2	762	-0.297	-0.276	0.333	0.523	2.6	3.0	7.3	-19.7%	0.12	1304	1.1	.	.
CCN(CC)c1ccc([N+](=O)[O-])cc1C(=O)N1CCOCC1	i	43.2	i	0.2	3.4	721	-0.683	-0.356	-0.025	1.25	4.6	1.9	9.5	9.8%	1.09	1431	0.9	0.5	1510
CCOCCCN1C(=O)CN(C2CCCCC2)C(=O)C1c1ccc(OCC)c(OC)c1 (stereo not drawn)	i	48.9	i	0.4	.	.	0.792	-0.199	0.471	-0.574	1.9	2.9	9.6	16.1%	0.25	1595	1.1	2.1	1357
O=C(c1ccccc1F)N1CCN(c2ccc([N+](=O)[O-])c(NCC3CCCO3)c2)CC1 (stereo not drawn)	i	36.0	i	0.3	-3.8	689	-0.398	-0.322	-0.183	0.886	4.0	2.1	7.1	13.5%	-1.13	1522	0.9	-2.7	1083
Next part.
SMILES	T cell HTS	T cell HTS vesicle-bound %	Myeloid diff 2	Myeloid diff 2 GFP+ MAC1+ %	Lipid droplet	Lipid droplet cells 6.5 µM	Dynein cargo inh	Dynein cargo inh cytoplasmic EGFP	Dynein cargo inh nuclear GR-EGFP	Dynein cargo inh cell count	MT stabilize HCS	MT stabilize HCS Hoechst-high %	MT stabilize HCS cytotoxicity %	PMI inhibitors	Ins promoter up	Ins promoter up cell count	TNAP activators	bCat nuc transl	bCat nuc transl cell count 5 µM
O=C(CC12CC3CC(CC(C3)C1)C2)NCCN1CCOCC1	i	14.1	i	0.7	-0.5	723	-0.15	-0.27	-0.0022	1.07	2.4	1.0	1.8	-0.7%	-0.48	1323	1	-3.7	1177
COc1ccc(/C=C/C(=O)NCCOc2ccc(C)cc2)cc1	i	45.0	i	0.6	9.9	677	-0.8	-0.277	-0.797	0.622	1.3	3.5	9.0	7.3%	0.54	1355	1	-1.4	977
COc1cc(C2NC(=S)NC(c3ccccc3)=C2C(C)=O)ccc1O (stereo not drawn)	i	3.8	i	0.3	1.6	696	-0.789	-0.328	-0.584	1.51	1.7	1.3	0.3	12.3%	-0.74	1395	1.1	1.0	989
C[C@@H](CN1C2=NC[C@H](C)N2C[C@H]1Cc1ccc(O)cc1)NC(=O)CCC1CCCCC1	i	53.8	i	1.6	2.5	674	-0.625	-0.312	-0.121	0.107	6.0	1.0	5.3	2.0%	0.23	1387	1.1	-2.5	1151
CCCCC(=O)NC(=O)NC(c1ccccc1)c1ccccc1	i	25.8	i	0.3	-4.7	737	-0.811	-0.248	-0.449	1.29	.	.	.	.	.	.	.	2.1	1296
O=C1CCCC2=C1C1(O)C(=O)c3ccccc3C1(O)O2 (stereo not drawn)	i	27.0	i	1.6	2.4	732	-0.383	-0.191	0.00701	0.458	6.0	2.8	6.6	7.4%	-0.01	1336	1.1	-7.5	1227
CCn1c(SCC(=O)O)nc2ccccc21	i	6.2	i	0.5	-4.8	727	-0.78	0.392	-0.422	0.954	1.1	1.8	3.3	-2.0%	0.01	1470	1	-1.0	1105
CCN(CC)S(=O)(=O)c1cccc(C(=O)OCC(=O)NC(C)c2ccccc2)c1 (stereo not drawn)	i	54.8	i	1.0	16.3	719	-0.404	-0.317	-0.264	0.713	4.0	2.1	8.7	-6.3%	-0.32	1309	1.1	-2.4	1072

Not a hit list, and some 3% of all compounds hit somewhere here.
